Screening data from PubChem BioAssay.
SMN2 splice up: enhancers of SMN2 splice variant expression | HEK293 SMN2-luciferase splicing reporter, luminescence, 30-36 h | Potency, µM (series often up to 46.1 µM), for inactives: at the highest dose activity change, positive = activation, hits mostly activators | actives 2.8% (n = 210,000) | AID 1458; also: % of control where 0% means no effect; nearly all actives have a fitted effect of over 55% in size
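HEK293 cells carry an SMN2 […]–luciferase reporter in which exon 7 inclusion puts luciferase in frame. Cells were plated 10-12 h before compound addition, then incubated 30-36 h at 37C. ONE-Glo luminescence was read; sodium butyrate at 4.5 mM final served as control.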
IMPase Li cell: IMPase inhibition in cells with lithium potentiation | Potency, µM (doses to about 59.4 µM), for the others: top-dose activity, negative = IMPase inhibition, actives largely listed as inhibitors | actives 0.35% (n = 210,000) | AID 1457 | CHO-M1 cells, IP1 TR-FRET (IP-One), carbachol + lithium;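 also: IP1 builds up when IMPase is blocked and the TR-FRET signal falls; plate controls were basal vehicle for no effect and high inhibitor control for full effect; nearly all actives have a fitted effect of over 50% in size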
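Concentration–response in CHO-M1 cells, lithium-potentiated; 30 min at 37C. IP1 detected by competitive TR-FRET after 10 min lysis at RT. Hill-fitted AC50.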
RGS12 GoLoco inh: RGS12 GoLoco-Gai1 interaction inhibition; P63096; actives 0.44% (n = 230,000); Gai1:RGS12 GoLoco peptide FP, rhodamine, 10 min; Potency, µM (top dose mostly 61.6 µM), for inactives: at the top dose activity, negative = inhibition, usual class: inhibitors; active = well fitted inhibition curve with a large enough effect, not every such curve was filed as active; inactive = no such curve, though single readings can be large or run the other way; also: % is scaled to controls: 0 for no effect and ±100 for the full control effect; nearly all actives have a fitted effect of over 30% in size; many of its hits are not listed in these tables
Target sequence (P63096 whole entry, looked up): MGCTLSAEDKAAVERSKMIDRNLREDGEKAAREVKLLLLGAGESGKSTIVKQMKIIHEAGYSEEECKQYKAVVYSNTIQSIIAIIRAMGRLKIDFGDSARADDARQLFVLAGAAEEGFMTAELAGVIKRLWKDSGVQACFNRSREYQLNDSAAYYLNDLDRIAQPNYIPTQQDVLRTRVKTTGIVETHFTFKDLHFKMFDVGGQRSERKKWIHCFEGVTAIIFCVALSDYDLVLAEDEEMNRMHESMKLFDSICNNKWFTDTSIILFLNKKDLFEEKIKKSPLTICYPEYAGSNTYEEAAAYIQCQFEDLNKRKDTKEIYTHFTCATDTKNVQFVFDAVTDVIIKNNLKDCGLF
NPSR antagonist: blocks cAMP signaling of the human neuropeptide S receptor | Q6W5P4 | CHO-NPSR cells, cAMP TR-FRET, antagonist mode | Potency, µM (series often up to 38.3 µM), for inactives: top-dose activity change, negative = inhibition, most hits filed as inhibitors | actives 1% (n = 220,000) | AID 1461; also: % is scaled to controls: 0 for no effect and ±100 for the full control effect; nearly all actives have a fitted effect of over 50% in size; many of its hits are not listed in these tables
Target sequence (Q6W5P4 whole entry, looked up): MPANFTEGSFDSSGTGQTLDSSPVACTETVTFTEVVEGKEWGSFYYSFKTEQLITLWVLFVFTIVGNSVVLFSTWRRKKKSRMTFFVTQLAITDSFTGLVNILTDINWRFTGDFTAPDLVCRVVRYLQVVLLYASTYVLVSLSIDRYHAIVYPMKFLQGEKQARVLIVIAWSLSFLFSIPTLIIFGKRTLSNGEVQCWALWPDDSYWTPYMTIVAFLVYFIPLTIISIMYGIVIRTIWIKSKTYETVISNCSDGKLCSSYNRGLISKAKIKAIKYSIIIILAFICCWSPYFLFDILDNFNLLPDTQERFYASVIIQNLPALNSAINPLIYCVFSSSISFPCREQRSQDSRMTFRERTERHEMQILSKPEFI
KinaseGlo FLuc: Kinase-Glo luciferase inhibition (counter-screen) | Q27757 | Kinase-Glo luciferase, ATP luminescence, 8 min | Potency, µM (top dose mostly 38.3 µM), without a hit: at the top dose activity change, negative = inhibition, usual class: inhibitors | actives 0.28% (n = 200,000); also: % is scaled to controls: 0 for no effect and ±100 for the full control effect; nearly all actives have a fitted effect of over 60% in size
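Compound is pinned into ATP-containing buffer (10 uM ATP, imidazole pH 7.2, 7 mM MgCl2). Kinase-Glo luciferase reagent is then added. Light output is recorded following an 8-min room-temperature incubation.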
RECQ1 helicase: blocks DNA unwinding by human RECQ1 | actives 0.54% (n = 240,000) | RECQ1 DNA unwinding, red fluorescence kinetic read | Potency, µM (doses to about 57.3 µM), without a hit: at the top dose activity, negative = inhibition, hits mostly inhibitors;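 also: plate controls were vehicle for no effect and no enzyme for full effect; nearly all actives have a fitted effect of over 30% in size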
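RECQ1T1 50 nM; forked duplex (20 bp + 30-nt ss tails) 200 nM, ATP 2 mM final; pH 8.0, 2 mM MgCl2, 2.5 ug/ml poly(dI-dC); 15 min compound preincubation; discontinuous kinetic read over 2 h at RT.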
Epigenetic derep: derepresses silenced GFP reporter in murine cells; murine LDR cells, GFP reporter derepression, 30 h; AID 1865; actives 0.2% (n = 280,000); Potency, µM (top dose mostly 53.9 µM), for inactives: top-dose GFP activation, usual class: activators; also: % of control where 0% means no effect; nearly all actives have a fitted effect of over 60% in size
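Murine LDR cells bearing a silenced CMV-driven GFP reporter were exposed to compound for 30 h at 37 C. After PBS washes, GFP-positive cells (20-120 um objects) counted by laser-scanning microplate cytometry.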
JMJD2E inh: JMJD2E (human) inhibition; B2RXH2; JMJD2E catalytic domain, FDH-coupled NADH fluorescence (FDH is formaldehyde dehydrogenase); Potency, µM (highest dose often 57.1 µM), inactives show at the top dose activity change, negative = inhibition, hits mostly inhibitors; actives 1.6% (n = 230,000); active = well fitted inhibition curve with a large enough effect, not every such curve was filed as active; inconclusive = small, poorly fitted or top-dose-only effect, or another doubt; inactive = no such curve, though single readings can be large or run the other way;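 also: 0% = wells with enzyme and -100% = buffer wells without enzyme; nearly all actives have a fitted effect of over 50% in size; many of its hits are not listed in these tables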
Target sequence (B2RXH2 1-337 limits assumed): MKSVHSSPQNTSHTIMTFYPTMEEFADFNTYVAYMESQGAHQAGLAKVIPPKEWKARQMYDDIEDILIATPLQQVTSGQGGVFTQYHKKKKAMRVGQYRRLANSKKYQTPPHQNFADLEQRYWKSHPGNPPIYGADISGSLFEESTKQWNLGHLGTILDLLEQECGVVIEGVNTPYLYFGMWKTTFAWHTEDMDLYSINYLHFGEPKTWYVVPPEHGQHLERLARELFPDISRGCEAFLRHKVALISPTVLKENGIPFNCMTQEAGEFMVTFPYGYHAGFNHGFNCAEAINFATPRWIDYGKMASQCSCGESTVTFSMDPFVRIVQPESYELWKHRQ
Starred values were filed as active, the others as inactive; i = inactive; ? = inconclusive; · = no result given; [ ] = remark or other dose. Unless noted, calls follow the shape of the dose curve; as a rule, active = well fitted curve in the direction sought with a large enough effect; inconclusive = small, poorly fitted or top-dose-only effect, or another doubt; inactive = no such curve, though single readings can be large; an effect the other way counts as inactive or inconclusive. Potency is read from the fitted curve at half-maximal effect. A portion of the library (hit frequency here may not be typical).

smiles,SMN2 splice up,IMPase Li cell,RGS12 GoLoco inh,NPSR antagonist,KinaseGlo FLuc,RECQ1 helicase,Epigenetic derep,JMJD2E inh
COc1cc(S(=O)(=O)NC2CCCCC2C)ccc1-n1cnnn1 (stereo not given),·,1%,12%,6%,-1%,-6%,-6.3%,-5%
O=c1[nH]ccc2c([N+](=O)[O-])cccc12,18%,-11%,1%,12%,4%,i,-0.5%,-7%
CN(CCNC(=O)c1cccc(N2CCCC2=O)c1)Cc1ccccc1,6%,8%[38.3 µM],1%,0%[46.1 µM],-2%,-3%,-0.2%,-1%
CCCCC(=O)NC(c1ccc([N+](=O)[O-])cc1)c1c(O)ccc2ccccc12 (stereo not given),-51%[inhibitor],4%,9%,?,0%,-7%,0.0%,?
O=c1[nH]c(=S)[nH]c(-c2ccccc2)c1Cc1c(O)ccc2ccccc12,-4%[9.22 µM],-10%,7%[14.2 µM],·,-6%[7.66 µM],·,·,·
COc1ccc(C(=O)Nc2cc(C)ccc2NC(=O)COc2ccccc2)cc1,2%,14%[38.3 µM],2%,-6%[46.1 µM],2%,-1%,4.7%,2%
O=C(Oc1ccccc1C(=O)N1CCOCC1)c1ccc(F)cc1,·,·,0%,10%,·,-6%,0.1%,3%
COCCNC(=O)CSc1nc2nc(C)cc(C)n2n1,6%,1%[38.3 µM],-10%,5%[46.1 µM],-4%,-17%,0.2%,-6%
O=c1c2ccccc2c(=O)n(Cc2ccccc2)n1Cc1ccccc1,-17%,9%,6%,-47%,-1%,0%,1.0%,?
O=C(Nc1ccc(Br)cc1)c1cccnc1N1CCCCC1,-24%,52%[activator][38.3 µM],3%,-27%[46.1 µM],1%,-1%,-1.6%,-6%
COCCCNC(=O)CCc1nc2cccnc2n1Cc1ccccc1,-1%,-26%[38.3 µM],6%,-2%[46.1 µM],0%,-1%,-1.0%,5%
COc1ccc(/C=C/C(=O)C2(O)CCCCC2)cc1,·,·,2%,7%,·,-9%,0.1%,-20%
COC(=O)C1=COC(O[C@H]2OC(CO)[C@H](O)C(O)C2O)[C@H]2C1C(=O)C[C@@H]2C (stereo not given in full),2%,17%,4%,·,1%,-5%,2.0%,6%
Cc1ccc2[nH]c(-c3ccc(F)cc3F)cc(=O)c2c1,·,-12%,-1%[88.7 µM],·,-3%[39.9 µM],i,-1.5%[96.6 µM],·
CCCCCCCCCCCCCCCCCCO,·,6%,-5%,·,0%[39.9 µM],-3%,3.4%,·
CCOC(=O)c1cc(C)n(-n2cnnc2)c1C,1%,-14%[38.3 µM],8%,2%[46.1 µM],-1%,-3%,-5.7%,1%
C=CCN1CC(c2nc3ccccc3n2CCOc2ccccc2)CC1=O (stereo not given),·,·,·,2%[46.1 µM],·,i,13%,0%
Cn1c(N)nc2c(nc(OCc3ccccc3)n2[C@@H]2O[C@H](CO)[C@@H](O)[C@@H]2O)c1=O,-6%[9.22 µM],5%,2%[14.2 µM],·,-4%[7.66 µM],·,·,·
O=C1CN(C(=O)c2cccc(S(=O)(=O)N3CCCC3)c2)c2ccccc2N1,·,·,-1%,5%,·,i,-0.7%,5%
O=C(N/N=C/c1cccnc1)c1ccc(CN2c3cccc4cccc(c34)S2(=O)=O)cc1,8%,-2%,4%,-5%,0%,15%,-0.4%,?
COc1ccc(CCN2C(=O)CC(NCCc3ccc(S(N)(=O)=O)cc3)C2=O)cc1OC (stereo not given),-15%,17%[38.3 µM],-1%,1%[46.1 µM],2%,-13%,2.0%,1%
Cc1ccc(OCc2n[nH]c(=S)n2-c2ccccc2)cc1,-11%,-7%,8%,-31%,0%,i,1.2%,-14%
COc1ccc(C(=O)NNC(=O)CCCCC(=O)NNC(=O)c2ccc(OC)cc2)cc1,9%,-2%,8%,15%,0%,-2%,2.7%,-29%
O=C(Cn1c(=O)n(-c2ccccc2)c(=O)c2sccc21)NCc1ccccc1,-11%,-6%,4%,9%,1%,-9%,0.1%,2%
CC(C)Sc1nnc(-c2c[nH]c3ccccc23)n1C,3%,-7%[38.3 µM],5%,-16%[46.1 µM],13%,-4%,5.7%,2%
COn1c(-n2nc(C)cc2C)nc2ccccc2c1=O,2%,4%[38.3 µM],-8%,-4%[46.1 µM],-4%,-5%,-0.6%,5%
COC(=O)c1c(O)c2ccccc2[nH]c1=O,-11%,26%[38.3 µM],-11%,23%[46.1 µM],-1%,-1%,-0.7%,-12%
N#CCC(=O)N/N=C/c1ccc(OCc2ccccc2)cc1,22%,-4%,-1%,11%,4%,-17%,1.6%,4%
COC(=O)C1=C(C(=O)OC)C2(OC1c1cccc(F)c1)C(=O)c1ccccc1C2=O (stereo not given),-1%,15%[38.3 µM],-10%,-11%[46.1 µM],-3%,-10%,-0.7%,1%
COc1ccc(/C=N/Nc2nnc(C)n2N)cc1OC,8%,-2%,11%,20%,-1%,1%,-4.8%,14µM*
Cc1cc(NC(=O)C2CCCN(S(=O)(=O)c3cnc[nH]3)C2)ccc1Br (stereo not given),-10%,-9%[38.3 µM],-4%,6%[46.1 µM],1%,-1%,3.0%,-3%
CCOC(=O)COc1ccccc1/C=C\[N+](=O)[O-],-65%[inhibitor],21%,-4%,7.9µM*,-4%,-1%,?,0%
COc1ccc(-c2[nH]ncc2CN2CCCN(c3ccccc3)CC2)c(F)c1,·,0%,12%,25%,1%,i,0.0%,-3%
O=C(Cc1cn2ccsc2n1)Nc1ccccn1,1%,-3%[38.3 µM],-6%,-4%[46.1 µM],-4%,-5%,-2.9%,1%
CCCNC(=O)Cn1c2ccccc2c2nc(=O)cc(C)n21,2%,7%[38.3 µM],1%,4%[46.1 µM],-3%,-8%,0.0%,?
Cn1c(SCc2c(F)cccc2Cl)nnc1-c1cccs1,20µM*,-3%[38.3 µM],10%,-11%[46.1 µM],-2%,0%,0.9%,13%
O=C(O)c1cc(O)ccc1N=Nc1ccccc1,·,·,-2%,-20%,·,-1%,-1.1%,-9%
O=C(O)c1cccc(NC2=C(N3CCOCC3)C(=O)c3ccccc3C2=O)c1,·,·,-2%,48%,·,-1%,1.9%,?
C=CCN1c2ccccc2[C@]23C[C@@H](C(=O)OC)N(S(=O)(=O)c4ccc(C)cc4)C2=NC(C(=O)OC)=C(C(=O)OC)[C@H]13,?,-13%,-13%[14.2 µM],·,-12%[7.66 µM],-6%[11.5 µM],·,-3%[11.4 µM]
C=CCN=C(C)C1=C(O)C(C)OC1=O (stereo not given),3%,-1%,-1%,12%[46.1 µM],1%,-11%,0.0%,-3%
O=C(N/N=C/c1ccc(Br)s1)c1cccs1,·,·,2%,-24%,·,1%,0.0%,-29%
N=C1/C(=C\c2ccc(SCc3ccccc3)o2)C(=O)N=C2SC=NN12,8%,0%,7%,-24%,3%,-3%,0.6%,1%
OCCNCCCOc1cc(Cl)ccc1Cl,-28%,-10%,1%,13%,-1%,0%,1.1%,9%
CCOC(=O)c1c(C)[nH]c(C(=O)COC(=O)CSCC(=O)N(CC)CC)c1C,8%,1%[38.3 µM],11%,3%[46.1 µM],2%,-3%,-4.5%,8%
Cn1c(CCNC(=O)c2ccco2)nc2cc(NS(=O)(=O)c3ccccc3)ccc21,·,27%[38.3 µM],9%,-9%[46.1 µM],2%,i,-1.0%,10%
O=[N+]([O-])c1cccc(NC(=S)NCc2ccncc2)c1,4%,-2%,-8%,1%,-4%,-10%,-0.4%,-1%
CCOc1ccccc1N1CC(C(=O)Nc2c(C)n(C)n(-c3ccccc3)c2=O)CC1=O (stereo not given),-6%,5%,36%[activator],12%,-3%,-10%,3.4%,-15%
Cc1cc(C)nc(NS(=O)(=O)c2ccc(Br)cc2)n1,-1%,3%[38.3 µM],9%,-13%[46.1 µM],2%,-17%,-0.4%,0%
CCN(CC)CCOc1nnc(-c2ccc(C)cc2)c2ccccc12,16%,6%[38.3 µM],-8%,-9%[46.1 µM],13%,-5%,1.0%,5%
CCN(CC)C(=O)C(C)OC(=O)c1ccc(O)cc1 (stereo not given),17%,22%[38.3 µM],-2%,2%[46.1 µM],-2%,i,-0.3%,8%
CCOCCCNC(=S)NC1CC2CCC(C1)N2Cc1ccccc1 (stereo not given),-20%,11%,9%,10%,-6%,i,0.1%,3%
Nc1cc(C(=O)O)ccc1N1CCCCC1,-21%,1%,-10%,6%[46.1 µM],2%,-18%,1.0%,?
Cn1c(=O)[nH]c(Nc2ccccc2)c([N+](=O)[O-])c1=O,14%,6%,-4%,7%,0%,-4%,0.9%,-5%
O=C(CSc1nc2ccccc2n1Cc1ccccc1)N/N=C/c1ccccc1C(=O)O,·,·,1%,-1%,·,-17%,-1.0%,-5%
CN(C)C(=O)c1ccc(OCC(F)(F)F)nc1,·,·,-7%,-25%,·,i,0.9%,-8%
Cc1cccc(C)c1NC(=O)CN1C(=O)S/C(=C\c2cccn2C)C1=O,14%,-4%[38.3 µM],-5%,-10%[46.1 µM],9%,i,-1.1%,1%
Cc1ccc(NC(=O)CN(C)c2ccc(S(=O)(=O)N3CCN(C)CC3)cn2)cc1,2%,-21%[38.3 µM],-4%,?,6%,-10%,-0.4%,?
c1ccc2nc(N3CCCC3)c(N3CCCC3)nc2c1,12%,32%[activator][38.3 µM],-1%,-6%[46.1 µM],2%,-1%,-1.0%,?
CCCCC(=O)Nc1ccc(C(=O)Nc2ccc(S(=O)(=O)N3CCCC3)cc2)cc1,-5%,?,-17%,10%[46.1 µM],0%,-3%,2.5%,?

Laid out differently: two of the compounds above.
Results follow in this order: SMN2 splice up, IMPase Li cell, RGS12 GoLoco inh, NPSR antagonist, KinaseGlo FLuc, RECQ1 helicase, Epigenetic derep, JMJD2E inh
O=c1[nH]c(=S)[nH]c(-c2ccccc2)c1Cc1c(O)ccc2ccccc12
    -4%[9.22 µM], -10%, 7%[14.2 µM], ·, -6%[7.66 µM], ·, ·, ·
CC(C)Sc1nnc(-c2c[nH]c3ccccc23)n1C
    3%, -7%[38.3 µM], 5%, -16%[46.1 µM], 13%, -4%, 5.7%, 2%
